CHRM5 PAM: potentiates acetylcholine response at human M5 receptor | CHO-K1 hM5, Fluo-8 calcium, ACh EC20 PAM; 0% = ACh EC20, 100% = ACh EC100 | 0.3% of 360,000 active | AID 624038 | P08912 | activation, % at 3 µM;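 active = activation above the run cutoff, the mean activation of all test compounds plus 3 SD, cut at about 18% in these data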
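system = human M5 receptor in CHO-K1 cells | reagent = EC20 acetylcholine as agonist stimulus | compound dosing = single-point, 3 µM nominal | incubation = Fluo-8 loading 80 min at 37 °C plus 30 min room temperature | detection = Fluo-8 calcium dye fluorescence, kinetic read | benchmarks = low control EC20 acetylcholine (0%), high control EC100 acetylcholine (100%)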
CRFR2-BP ag: CRF-BP/CRF-R2 complex agonism; HEK293 CRF-R2/CRF-BP, calcium dye fluorescence (FLIPR); percent of saturating CRF peptide response; 0.46% of 350,000 active; AID 588473; activation, % at 13.2 µM;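 active = activation of at least 50%, plus an integration ratio under a set limit after plate pattern correction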;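 also: plate controls were neutral control wells without compound for no effect and CRF at EC100 for full effect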
M4 ag: CHRM4 agonism in calcium assay | 0.14% of 360,000 active | activation, % at 3 µM | AID 624127 | P08173 | CHO-K1 hM4/Gqi5, Fluo-8 calcium fluorescence; vehicle 0%, full acetylcholine response 100%;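 active = activation above the run mean over all test wells plus 3 SD, cut at about 32% in these data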;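 also: peak over basal fluorescence ratio per well then scaled between controls; 0% = DMSO wells and 100% = acetylcholine at EC100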
Target sequence (P08173 whole entry, looked up): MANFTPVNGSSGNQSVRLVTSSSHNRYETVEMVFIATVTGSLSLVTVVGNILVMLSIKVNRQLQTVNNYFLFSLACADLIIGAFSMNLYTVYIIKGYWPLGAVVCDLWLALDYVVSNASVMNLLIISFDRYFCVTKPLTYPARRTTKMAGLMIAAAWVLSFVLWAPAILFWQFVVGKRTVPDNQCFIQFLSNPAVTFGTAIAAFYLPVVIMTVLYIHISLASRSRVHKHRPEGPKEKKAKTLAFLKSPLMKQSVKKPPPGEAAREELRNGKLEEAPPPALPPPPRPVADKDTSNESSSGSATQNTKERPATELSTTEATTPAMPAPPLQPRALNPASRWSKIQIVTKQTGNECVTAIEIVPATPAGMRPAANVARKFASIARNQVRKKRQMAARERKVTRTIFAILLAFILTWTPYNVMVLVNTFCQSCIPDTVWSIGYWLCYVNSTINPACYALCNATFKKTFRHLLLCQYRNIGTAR
M5 ag: agonists of human muscarinic M5 receptor (CHRM5). P08912. CHO-K1 hM5 cells, Fluo-8 calcium fluorescence; 0% DMSO wells, 100% maximal acetylcholine response. activation, % at 3 µM. 0.19% of 360,000 active;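 active = activation above the run's mean over test compounds plus 3 SD, cut at about 23% in these data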;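 also: signal is peak over basal fluorescence ratio across the kinetic read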
M4 antag: CHRM4 antagonism in calcium assay; CHO-hM4 cells, ACh EC80, Fluo-8 calcium fluorescence; 0.73% of 360,000 active; P08173; inhibition, % at 3 µM;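 active = inhibition above its plate's cutoff, the mean inhibition of sample wells plus 3 SD, cut at about 27% in these data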;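 also: 0% = acetylcholine EC80 with DMSO and 100% = DMSO without agonist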
M1 antag: blocks human M1 muscarinic receptor. P11229. CHO-K1 hM1, Fluo-8 calcium fluorescence, ACh EC80 antagonist. inhibition, % at 3 µM. 1.3% of 360,000 active. AID 588852;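 active = percent inhibition above its own plate's cutoff, namely the mean of that plate's compound wells plus 3 SD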;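 also: peak over basal fluorescence ratio during 140 s after agonist addition; 0% = ACh EC80 plus DMSO and 100% = DMSO alone without agonist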
Target sequence (P11229 whole entry, looked up): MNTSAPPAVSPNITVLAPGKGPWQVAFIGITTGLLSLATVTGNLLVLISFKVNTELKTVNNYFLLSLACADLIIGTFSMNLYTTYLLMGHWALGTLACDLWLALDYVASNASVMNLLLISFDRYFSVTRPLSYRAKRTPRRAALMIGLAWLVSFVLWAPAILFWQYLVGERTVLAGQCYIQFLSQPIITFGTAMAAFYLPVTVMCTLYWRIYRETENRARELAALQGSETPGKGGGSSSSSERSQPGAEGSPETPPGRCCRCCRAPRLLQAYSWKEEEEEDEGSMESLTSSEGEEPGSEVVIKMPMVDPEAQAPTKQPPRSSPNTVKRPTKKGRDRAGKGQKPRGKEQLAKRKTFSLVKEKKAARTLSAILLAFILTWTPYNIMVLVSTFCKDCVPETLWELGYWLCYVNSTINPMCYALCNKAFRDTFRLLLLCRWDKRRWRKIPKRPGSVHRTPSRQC
M4 PAM: positive allosteric modulators of human muscarinic M4 receptor | P08173 | CHO-K1 hM4/Gqi5, Fluo-8 calcium fluorescence, ACh EC20; 0% = ACh EC20, 100% = maximal ACh | activation, % at 3 µM | 0.4% of 360,000 active;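 active = activation above its plate's cutoff, the mean activation of sample wells plus 3 SD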; also: some results filed as inactive read as strong as hits
CHRM5 antagonist: blocks acetylcholine activation of human M5 receptor. P08912. CHO-hM5 cells, Fluo-8 calcium fluorescence, ACh EC80. inhibition, % at 3 µM. 0.59% of 360,000 active. AID 624040;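 active = inhibition above a per-plate cutoff, the mean of that plate's test compounds plus 3 SD, cut at about 27% in these data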;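 also: 0% = acetylcholine EC80 with DMSO and 100% = DMSO without agonist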
M1 PAM: human CHRM1 positive allosteric modulation; CHO-K1 hM1, Fluo-8 calcium fluorescence, ACh EC20; 0% = ACh EC20, 100% = maximal ACh; activation, % at 3 µM; 0.088% of 360,000 active; AID 588819; in the data active = activation above about 19%, passing the limit was not always enough
Starred values were filed as active, the others as inactive; nt = no result given.

mol,CHRM5 PAM,CRFR2-BP ag,M4 ag,M5 ag,M4 antag,M1 antag,M4 PAM,CHRM5 antagonist,M1 PAM
CCc1cccc(NC(=O)Cc2cn(C)c3ccccc23)c1,-11,-0.1,1,-4,-1,-10,-4,5,8
CC(C)(OC(=O)c1ccc(F)cc1)c1cc2ccccc2c(=O)o1,-4,-0.2,-3,-4,4,9,8,10,-6
Cc1ccsc1/C=N/NC(=O)CNC(=O)c1ccccc1,-3,-0.6,0,-6,2,4,15,18,19
CC(C)Cn1c(N)c(C(=O)COC(=O)c2ccc(O)cc2O)c(=O)n(C)c1=O,-6,-0.6,11,11,7,7,-6,11,-3
Cc1cccc(NC(=O)c2cccc(N3C(=O)C4CCC(C)CC4C3=O)c2)c1C (centres undefined),-8,0.8,8,3,3,6,-10,4,-3
COC(=O)c1[nH]c(C)c(/C(O)=C2\C(=O)C(=O)N(CCN3CCOCC3)C2c2ccccc2OC)c1C (centres undefined),0,-1.5,0,0,4,-1,4,8,3
O=[N+]([O-])c1ccc(-c2nc(Cl)c3c(n2)CCCC3)o1,-6,-3.4,-1,-1,-3,-12,2,3,7
CCn1cc(CNC(=O)c2cc(COc3ccc(F)cc3F)on2)cn1,-1,-0.3,3,1,3,1,-8,6,-6
Cc1cccc(OCc2nc(-c3nonc3N)no2)c1C,-3,5.4,-1,-4,-5,-4,-3,5,-2
O=C(O)CCCCCNC(=O)/C=C/c1ccco1,3,-0.2,0,0,-7,7,2,11,0
CN(Cc1ccccc1)C(=O)Cn1cccc1C(=O)c1ccccc1,-14,-0.9,1,-7,-5,11,4,-1,-2
O=C(COC(=O)/C=C/c1ccc(F)cc1)NCc1ccc2c(c1)OCO2,13,-6.0,0,3,-2,-9,-2,-1,9
O/N=C(/c1ccc(Cl)cc1)C1CC1c1ccccc1 (centres undefined),-2,1.1,-1,-6,-15,-9,6,6,10
CCS(=O)(=O)N1Cc2ccccc2CC1C(=O)Nc1cc(S(C)(=O)=O)ccc1Cl (centres undefined),3,-1.6,2,-4,-2,-10,0,-10,10
COc1ccc(NC(=S)N(C)CC2COc3ccccc3O2)cc1 (centres undefined),7,-0.8,1,-1,3,-3,-4,1,7
Cc1cccc(OC(=O)c2cccnc2)c1C,-7,1.0,-1,-6,6,-13,-1,17,4
COc1ccc(S(=O)(=O)Nc2ccc(F)c(Cl)c2)cc1OC,-8,0.1,5,6,-1,-5,-9,6,6
CCOC(=O)N1CCN(C(=O)COc2cccc3c2CCN(Cc2cccc(C)c2)C3=O)CC1,-14,-1.4,9,1,0,1,-11,9,-12
CCc1ccccc1NC(=O)CSc1ncn[nH]1,6,-1.3,0,1,1,-13,4,2,8
CCc1ccc(C(=O)/C=C/NCc2ccc(F)cc2)cc1,-1,-2.6,1,-3,2,-1,-5,3,0

One compound at a time, as listed above.
Profile of CCc1cccc(NC(=O)Cc2cn(C)c3ccccc23)c1 : CHRM5 PAM: -11; CRFR2-BP ag: -0.1; M4 ag: 1; M5 ag: -4; M4 antag: -1; M1 antag: -10; M4 PAM: -4; CHRM5 antagonist: 5; M1 PAM: 8
Profile of CN(Cc1ccccc1)C(=O)Cn1cccc1C(=O)c1ccccc1 : CHRM5 PAM: -14; CRFR2-BP ag: -0.9; M4 ag: 1; M5 ag: -7; M4 antag: -5; M1 antag: 11; M4 PAM: 4; CHRM5 antagonist: -1; M1 PAM: -2

Going on with the list.
mol,CHRM5 PAM,CRFR2-BP ag,M4 ag,M5 ag,M4 antag,M1 antag,M4 PAM,CHRM5 antagonist,M1 PAM
CCCCC(=O)Nc1ccc(S(=O)(=O)Nc2nccc(C)n2)cc1,-2,0.8,1,0,4,3,-7,1,-14
CCC(C)(C)NC(=O)C(c1ccc(OC)cc1)N(C(=O)CCC(=O)Nc1cc(C)on1)c1ccc2c(c1)OCCO2 (centres undefined),3,-0.7,1,-5,-6,-12,1,5,7
Cc1ccc(C)c2nc(SCC(=O)Nc3ccc4c(c3)OCO4)c(C#N)cc12,0,-0.3,1,-3,-2,-16,4,9,9
COc1cc(OC)c(N2CC(C(=O)Nc3cccc(C(=O)NC4CC4)c3)CC2=O)cc1Cl (centres undefined),5,1.9,1,-5,-10,-22,12,-3,18
CCOc1ccc(Oc2ccc(NC(=O)[C@@H](NC(N)=O)[C@@H](C)CC)cc2)cc1,7,-1.3,0,-2,7,0,-13,-2,2
CC(C)CC(=O)NC(=S)Nc1ccc(N2CCOCC2)c(Cl)c1,-3,7.6,5,-1,-2,5,-4,-6,-1
Cc1oc2ccc(O)c(CN3CCOCC3)c2c1C(=O)c1ccc(Cl)cc1,2,-0.4,-2,-4,8,-6,-7,-1,4
FC(F)c1nnc2ccc(Cl)nn12,-1,-0.3,1,-1,-6,-20,10,11,9
COc1ccc(S(=O)(=O)NCc2cccnc2)cc1C,4,0.2,1,5,3,-16,-2,-9,5
O=C(NNC(=O)c1ccccc1Cl)c1cc2cc(OC(F)(F)F)ccc2[nH]1,-7,4.3,7,3,-3,0,-15,8,0
CCOc1ccc(NS(=O)(=O)c2cc(NC(=O)c3cccc(C)c3)ccc2Cl)cc1,-7,4.8,0,-3,-12,-6,7,6,5
COc1ccc(NC(=O)CNc2ccc(C#N)cc2)cc1,7,-2.4,1,4,-3,-2,0,8,9
CC(C)Cn1cnc2c1c(=O)n(CC(O)c1ccccc1)c(=O)n2CC(C)C (centres undefined),-5,-0.4,8,-1,-13,-11,10,-7,7
S=c1[nH]nc(-c2ccc3ccccc3n2)n1-c1ccccc1Cl,2,-2.2,-1,-7,-3,-9,4,8,6
C#CC(C)(CC)NC(=O)Cn1nnc(-c2cccc(C(F)(F)F)c2)n1 (centres undefined),1,0.8,3,3,7,-1,3,5,5
CC(C)NC(=O)NC(=O)COC(=O)Cc1ccsc1,-1,3.2,0,-3,-5,-20,2,7,4
Cc1ccc(-n2c(SCC(=O)NCc3ccc4c(c3)OCO4)nnc2-c2cccnc2)c(C)c1,1,1.0,3,-12,-3,-5,-7,-3,1
O=C(c1ccco1)N1CCN(c2c([N+](=O)[O-])nn(-c3ccc(Cl)cc3)[n+]2[O-])CC1,3,-2.4,1,-3,10,10,4,0,-3
OCC[C@@H]1C[C@H](O)[C@@H](O)[C@]2(Cc3ccccc3O2)O1,2,-1.1,1,1,-2,-8,8,8,3
COc1ccc(NC(=O)c2nn(C)c(=O)c3ccccc23)cc1S(=O)(=O)Nc1ccccc1Cl,-3,0.6,7,0,0,-7,-1,8,7
COc1ccc(N2CC(C(=O)N[C@@H](C)C(=O)NC3CCCC3)CC2=O)cc1 (some centres undefined),-6,1.5,0,-7,2,-4,5,27,3
Cc1cc(Cl)ccc1OCCCC(=O)N1CCCc2ccccc21,-5,1.4,0,-1,0,3,-3,1,-1
CCN(CC)C(=O)Cn1c(=O)n(Cc2ccc(F)cc2)c(=O)c2sccc21,-6,0.8,1,0,1,-19,0,9,11
COC(=O)c1c(C)[nH]c(C)c1-c1cccc([N+](=O)[O-])c1,5,-0.1,0,-10,-2,-7,0,3,3
CCOC(=O)c1sc(-c2cccs2)nc1C,0,-2.7,1,1,-1,2,8,5,6
O=C1CC(N2CCN(c3ccccc3)CC2)C(=O)N1CCc1ccccc1 (centres undefined),-1,-1.1,3,-3,-1,-6,1,6,13
COc1ccc(C(=O)CC(C(=O)O)c2ccc(OC)c(OC)c2)cc1OC (centres undefined),-4,-1.0,0,1,-2,-20,3,11,9
CCCC(C)NC(=O)COC(=O)c1cc(Br)c(Br)s1 (centres undefined),4,0.1,0,-3,1,0,2,5,7
O=C1NC(Cc2c[nH]c3ccccc23)C(=O)N1Cc1ccccc1 (centres undefined),4,1.9,2,-4,-8,-14,6,-3,12
CC(Oc1cccc2ccccc12)C(=O)N/N=C/c1cccnc1 (centres undefined),-2,-0.6,6,-2,-2,-15,22*,1,14
c1ccc(-c2csc(NC3CCCCC3)n2)cc1,4,-0.4,0,-2,-9,-17,-1,0,10
CC1(C)CC(=O)C(CC2=C(N)CC(C)(C)CC2=O)=C(N)C1,-4,-0.8,1,-3,3,2,-7,13,5
CC(C)c1ccc2[nH]c3nc(SCC(=O)N4CCOCC4)nnc3c2c1,-6,0.0,8,-1,2,-4,-2,3,6
O=C(CCl)NNc1nc(-c2ccccc2)c2cc(Cl)ccc2n1,5,1.1,0,0,-6,0,0,2,1
C/C=C\C=C/C(=O)Nc1cccc(C2=NOC3(C2)C[C@@H](C(N)=O)N(C(=O)C2(C)CC2)C3)c1 (some centres undefined),0,-0.2,0,2,-1,-9,0,13,7
Cc1cc(C(=O)COC(=O)C2=NNC(=O)CC2)c(C)n1-c1ccc(OC(F)F)cc1,3,0.1,2,-3,-11,-3,20,-12,5
Cc1ccc(NC(=O)C2CCCN2C(=O)OCc2ccccc2)cc1F (centres undefined),1,-2.9,1,-2,-5,-2,7,11,4
O=C(N/N=C/c1ccccn1)c1ccc(Br)cc1,-12,-1.0,1,0,-4,5,-1,14,-4
CCOc1ccc(NC2=NC(C)(C)N=C(N)N2)cc1,0,1.5,1,-4,-2,-10,0,-1,5
COc1ccc(NS(=O)(=O)c2cn(C)cn2)cc1Cl,4,0.8,1,2,-8,-8,4,-5,5
CN(C)C(CNC(=O)c1sc2ccccc2c1Cl)c1ccco1 (centres undefined),2,-0.2,3,-3,-9,-20,3,0,7
Cc1ccc(CNC(=O)CCCc2ccccc2)cc1,7,-0.1,0,-6,-1,14,-1,7,-4
COc1ccccc1NC(=O)c1ccc(-n2cncn2)nc1,8,2.5,1,-2,-6,-6,4,-7,11
O=C(NCCN1CCOCC1)c1ccc2c(c1)N(Cc1ccccc1)CCS2,-5,-1.4,4,0,-11,-9,-1,-2,4
O=C(NCCN1CCOCC1)/C(=C/c1ccccc1)NC(=O)c1ccccc1,-4,1.3,2,-3,-6,-3,7,17,0
O=C(Nc1ccc(N2CCCCC2)cc1)C1CCCN1S(=O)(=O)c1ccc(F)cc1 (centres undefined),5,1.4,2,2,6,-2,-3,-7,3
COc1cc(OC)c(C(=O)OCC(=O)NCCC2=CCCCC2)cc1OC,-4,0.0,1,0,-6,-24,1,4,13
O=C(Cc1cccc2ccccc12)N1CCN(c2ncccn2)CC1,-8,-0.5,0,-4,10,2,0,-1,8
Cc1ccc(C=C(C#N)C(=O)c2ccccc2)cc1,5,nt,1,3,8,8,9,-6,-3
O=C(CSCC(=O)N1CCCCC1)Nc1nc(-c2cccs2)cs1,-13,1.6,12,11,-6,6,-7,1,-15
CCCN1CCN(CC(=O)Nc2nncs2)CC1,7,-1.2,0,-3,-1,-9,-1,11,1
Cc1ccc(N(CCC(=O)N2CCOCC2)S(=O)(=O)c2ccccc2)cc1,-2,0.8,0,-3,0,19,4,13,8
O=C(COC(=O)c1ccc(F)cc1F)NCCNC(=O)COC(=O)c1ccc(F)cc1F,0,0.3,1,-3,1,-3,7,9,6
